Screening results (PubChem)
TRb-SRC2 inh: qHTS for Inhibitors of the Interaction of Thyroid Hormone Receptor and Steroid Receptor Coregulator 2. Thyroid hormone receptor beta (Homo sapiens), P10828. Potency, µM (doses to about 106 µM), inactives show at the highest dose activity change, negative = inhibition, usual class: inhibitors. 280,000 compounds, 0.065% hits. TRbeta-SRC2 peptide binding, fluorescence polarization; receptor liganded with 1 µM T3;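 note: potency is the fitted concentration of half-maximal effect; plate controls were bound peptide for no effect and peptide without receptor for full effect; nearly all actives have a fitted effect of over 50% in size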
Target sequence (P10828 whole entry, looked up): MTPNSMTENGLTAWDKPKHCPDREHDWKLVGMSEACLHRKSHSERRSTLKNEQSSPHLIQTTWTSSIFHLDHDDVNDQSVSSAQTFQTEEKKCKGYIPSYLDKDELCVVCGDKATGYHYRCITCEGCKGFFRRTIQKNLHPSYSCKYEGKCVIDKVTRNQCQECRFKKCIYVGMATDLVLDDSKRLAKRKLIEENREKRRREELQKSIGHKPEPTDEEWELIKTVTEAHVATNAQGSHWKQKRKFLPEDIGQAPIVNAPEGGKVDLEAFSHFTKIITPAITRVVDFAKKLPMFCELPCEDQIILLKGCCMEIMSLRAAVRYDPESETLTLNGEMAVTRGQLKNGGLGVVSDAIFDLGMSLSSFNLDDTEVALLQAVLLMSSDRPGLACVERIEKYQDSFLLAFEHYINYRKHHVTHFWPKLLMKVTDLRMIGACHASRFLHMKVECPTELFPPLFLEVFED
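Fluorescence polarization of 20 nM Texas Red SRC2 peptide (20-aa NR interaction domain) bound to 0.6 uM human TRb ligand-binding domain, with 1 uM T3, after 5 hr at ambient temperature; inhibition seen as decreased polarization.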
Tau fibril FP: qHTS for Inhibitors of Tau Fibril Formation, Fluorescence Polarization; Microtubule-associated protein tau (Homo sapiens), P10636; K18 P301L tau heparin fibrillization, Alexa594 FP, 6 h; Potency, µM (highest dose often 57.7 µM), for inactives: at the top dose activity, negative = inhibition, actives largely listed as inhibitors; 280,000 compounds, 0.39% hits; AID 1468, 2008; note: potency is the fitted concentration of half-maximal effect; % is set by controls: 0 for no effect and ±100 for the full control effect; nearly all actives have a fitted effect of over 55% in size
Target sequence (P10636 561-689 P618L limits assumed): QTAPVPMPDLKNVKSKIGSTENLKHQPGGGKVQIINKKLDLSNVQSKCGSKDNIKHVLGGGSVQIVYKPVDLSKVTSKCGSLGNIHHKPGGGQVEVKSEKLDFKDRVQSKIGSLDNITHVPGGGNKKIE
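K18 P301L tau (15 uM unlabeled/0.24 uM Alexa 594-labeled, final) + compound + heparin 20 uM final; 100 mM NaOAc pH 7; 6 hr 37 C; ThT 30 uM final added, 1 hr RT; FP ex 555/em 632 nm.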
Tau fluor counter: Counterscreen qHTS for Inhibitors of Tau Fibril Formation, Fluorescence Polarization; tau K18 P301L Alexa594 fluorescence, heparin fibrillization; Potency, µM (series often up to 57.7 µM), inactives show at the top dose activity change, negative = decrease; 280,000 compounds, 0.93% hits; AID 1463, 2008; note: potency is the fitted concentration of half-maximal effect; % is set by controls: 0 for no effect and ±100 for the full control effect; nearly all actives have a fitted effect of over 55% in size
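Human tau K18 P301L (15 uM unlabeled, 0.24 uM Alexa 594-labeled) in 100 mM sodium acetate pH 7 with 20 uM heparin, 6 hr at 37 C. ThT 30 uM added, 1 hr ambient; Alexa 594 FP and total fluorescence read at 555/632 nm.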
CBFb RUNX1 block: qHTS Assay for Compounds Blocking the Interaction Between CBF-beta and RUNX1 for the Treatment of Acute Myeloid Leukemia; AID 1477, 2009; 230,000 tested, under 10 active; Runt-related transcription factor 1 (Homo sapiens) + Core-binding factor subunit beta …; AlphaScreen CBFb-His/RUNX1-biotin binding, biochemical; Potency, µM (doses to about 59.8 µM), for the others: at the top dose activity, negative = inhibition, most hits filed as inhibitors; note: % of control where 0% means no effect
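CBF-beta (His) and RUNX1 (biotin), 30 nM each; 20 min preassociation; + compound, 15 min; + beads 50 ng each (Ni, streptavidin), 90 min; RT; AlphaScreen read.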
NPSR antagonist: qHTS Assay for Antagonists of the Neuropeptide S Receptor: cAMP Signal Transduction | AID 1461, 2008 | Potency, µM (series often up to 38.3 µM), without a hit: at the top dose activity change, negative = inhibition, usual class: inhibitors | CHO-NPSR cells, cAMP TR-FRET, antagonist mode | 220,000 compounds, 1% hits; note: potency is the fitted concentration of half-maximal effect; % is set by controls: 0 for no effect and ±100 for the full control effect; nearly all actives have a fitted effect of over 50% in size; many of its hits are not listed in these tables
GLA spleen mod: qHTS Assay for Inhibitors and Activators of Human alpha-Galactosidase From Spleen Homogenate; Alpha-galactosidase A (Homo sapiens), P06280; human spleen homogenate, 4MU-alpha-Gal fluorescence, 40 min; Potency, µM (titrated, usually from 80 µM), for inactives: top-dose activity change, negative = inhibition, most hits filed as inhibitors; 240,000 compounds, 0.008% hits; AID 2107, 2009;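 note: potency is the fitted concentration of half-maximal effect; 0% = enzyme with vehicle and -100% = no enzyme basal signal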
Target sequence (P06280 32-429 limits assumed): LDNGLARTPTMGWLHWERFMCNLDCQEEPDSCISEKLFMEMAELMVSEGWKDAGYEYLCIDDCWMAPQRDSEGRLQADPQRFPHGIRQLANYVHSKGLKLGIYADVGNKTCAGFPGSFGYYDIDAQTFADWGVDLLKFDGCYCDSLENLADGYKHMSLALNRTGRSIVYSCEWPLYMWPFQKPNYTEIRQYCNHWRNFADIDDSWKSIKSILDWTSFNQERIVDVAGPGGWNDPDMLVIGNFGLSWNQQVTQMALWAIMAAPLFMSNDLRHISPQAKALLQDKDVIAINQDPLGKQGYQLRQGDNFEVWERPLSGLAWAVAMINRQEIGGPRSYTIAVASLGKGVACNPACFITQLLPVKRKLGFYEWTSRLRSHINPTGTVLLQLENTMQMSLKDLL
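Spleen homogenate 1 ug + cpd (titration) + 4-MU-alpha-D-galactopyranoside 1 mM; 37C 40 min; 50 mM citrate/phosphate pH 5.0, 0.01% Tween-20; stop pH 10; fluorescence 365/440; AC50 via Hill.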
TR SRC2 fluor cs: Total Fluorescence Counterscreen for Inhibitors of the Interaction of Thyroid Hormone Receptor and Steroid Receptor Coregulator 2 | TRb/SRC2 Texas Red total fluorescence interference | Potency, µM (titrated, usually from 106 µM), for the others: at the highest dose fluorescence change, negative = quenching | 280,000 compounds, 0.29% hits | AID 1479, 2009; active = well fitted curve in either direction with a large enough effect; inconclusive = small, poorly fitted or top-dose-only effect; note: potency is the fitted concentration of half-maximal effect; % is set by controls: 0 for no effect and ±100 for the full control effect
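Flags fluorescent or light-absorbing compounds by total fluorescence, S + 2P, at 555 nm excitation and 632 nm emission. Mixture: 20 nM Texas Red SRC2 peptide, 0.6 uM human TRb LBD, 1 uM T3, 5% DMSO; compound exposure 5 h at ambient temperature.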
Epigenetic reg: Quantitative High-Throughput Screen for Regulators of Epigenetic Control. murine LDR cells, GFP reporter derepression, 30 h. Potency, µM (doses to about 53.9 µM), without a hit: top-dose GFP activation, most hits filed as activators. 280,000 compounds, 0.2% hits. AID 1865, 2009; note: potency is the fitted concentration of half-maximal effect; % of control where 0% means no effect; nearly all actives have a fitted effect of over 60% in size
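Murine LDR cells carrying a silenced, genomically integrated CMV-driven GFP reporter were exposed to compound for 30 hours at 37 C. After PBS washes, GFP-positive cells (20–120 um objects) were counted by laser-scanning microplate cytometry.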
* = called active by the depositor; ? = inconclusive; / = not tested or not shown; & = joins results of further samples; [ ] = dose if it differs, or a comment. Unless noted, calls come from the whole dose curve; as a rule, active = well fitted curve in the direction sought with a large enough effect; inconclusive = small, poorly fitted or top-dose-only effect, or another doubt; inactive = no such curve, though single readings can be large; an effect the other way counts as inactive or inconclusive.

Each structure is followed by: TRb-SRC2 inh | Tau fibril FP | Tau fluor counter | CBFb RUNX1 block | NPSR antagonist | GLA spleen mod | TR SRC2 fluor cs | Epigenetic reg
COc1cccc(C2=CC(c3ccc(OC)c(OC)c3)NC(=S)N2)c1 (stereo unspecified)
 : 2% | ? | -16% | 2% | -4% | 2% | 0% | -0.3%
COc1ccc(-c2nc(N)nc(C)c2Oc2ccccc2Br)c(O)c1
 : -7% | -6% | 18µM*[quencher] | -15% | 5%[46.1 µM] | -7% | -5% | 0.0%
COc1cccc(NC(=O)Nc2cc(-c3cn4cccnc4n3)ccc2OC)c1
 : 10% | -4% | 20µM*[quencher] | / | / | / | -11% | 4.3%
CN(Cc1ccccc1)C(=O)Cn1c(=O)oc2cc(S(=O)(=O)N3CCCC3)ccc21
 : -5% | 2% | -11% | -1% | -10%[46.1 µM] | -6% | 0% | -1.8%
N#Cc1c(N)nc2c(c1-c1ccccc1)CCC2
 : 0% | -3% | -10% | 7% | -9% | 22% | -1% | 0.0%
O=C(NC(N1CCOCC1)C(Cl)(Cl)Cl)c1ccc(F)cc1 (stereo unspecified)
 : -7% | -4% | 0% | 2% | 10% | -8% | -3% | 2.3%
Cc1ccccc1OCC(=O)Nc1ccc(S(=O)(=O)Nc2ccccn2)cc1
 : 1% | -6% | -15% | -5% | 13% | 4% | 12% | -1.1%
COCCN(CCOC)S(=O)(=O)c1ccc(C(=O)Nc2c(C)n(C)n(-c3ccccc3)c2=O)cc1
 : -1% | 1% | -9% | -4% | 6% | -10% | -1% | 0.0%
O=c1cc(COn2nnc3ccc(C(F)(F)F)cc32)nc2sccn12
 : 8% | -12% | -25% | 5% | -1%[46.1 µM] | -3% | 1% | 1.2%
Cc1ccccc1CSCc1nc(N)nc(Nc2ccccc2C)n1
 : -4% | -9% | -21% | -1% | ? | -8% | -3% | 6.9%
CC(=O)c1ccc(NC(=O)c2cc(-c3ccc4c(c3)OCO4)on2)cc1
 : -3% | -12% | -8% | / | / | / | -2% | -0.9%
CC[C@H](C)[C@H](NC(=O)[C@H](CC(C)C)NC(=O)[C@@H](N)CO)C(=O)NCC(=O)N[C@@H](CCCCN)C(=O)N[C@H](C(=O)O)C(C)C
 : -4% | / | / | 18% | / | 9% | 0% | /
OCCN1CCN(C(=S)Nc2cccc(C(F)(F)F)c2)CC1
 : 4% | -8% | -5% | 4% | 14% | 4% | -3% | 0.0%
CC(C)(C)n1nc2c(c1NC(=O)c1cc3ccccc3o1)CS(=O)(=O)C2
 : -3% | -3% | -6% | 2% | -7% | 4% | 3% | -0.1%
Cc1nc2ccc(C(=O)N3CCN(c4ccccc4)CC3)cc2s1
 : 5% | 8% | 0% | 2% | 3%[46.1 µM] | 2% | -4% | -0.9%
Nc1ccc(C(=O)Nc2ccc3nc(-c4cccnc4)[nH]c3c2)cc1
 : 11% | 1% | -22% | 1% | -15%[46.1 µM] | 2% | -3% | -1.6%
Cc1cccc(C2C=C(c3ccc(C)c(C)c3)Nc3nnnn32)c1 (stereo unspecified)
 : -16% | -7% | -9% | / | / | / | ? | 2.2%
Cc1ccc(-c2c(C(=O)N3CCOCC3)oc(=O)c3ccccc23)cc1
 : 11% | 0% | 2% | 1% | -14%[46.1 µM] | -1% | 0% | 1.7%
Cc1ccc(S(=O)(=O)Nc2nc(C)c(C(=O)NNS(=O)(=O)c3ccccc3)s2)cc1
 : -9% | -1% | -9% | 17% | -22% | -9% | 0% | 0.0%
COc1cc(-c2[nH]ncc2CN2CCCC2c2nonc2C)cc(OC)c1OC (stereo unspecified)
 : 13%[53 µM] | 2% | -5% | 4% | -24% | 11% | 0%[53 µM] | 1.7%

(listing goes on)
SMILES | TRb-SRC2 inh | Tau fibril FP | Tau fluor counter | CBFb RUNX1 block | NPSR antagonist | GLA spleen mod | TR SRC2 fluor cs | Epigenetic reg
COC(=O)CN1C(=O)CSc2ncccc21 | 7% | 7% | 8% | 9% | 7%[46.1 µM] | 6% | -4% | 2.6%
COc1ccc(/C=N/Nc2nc(-c3ccc(Cl)cc3)cc(C(F)(F)F)n2)cc1OC | 7% | 14% | ? | 8% | -37% | 0% | -1% | -3.2%
CCCn1c(=O)n(-c2ccccc2)c(=O)c2sc3ccccc3c21 | 0% | -8% | -3% | / | / | / | -1% | 5.8%
CCOC(=O)c1ccccc1NC(=O)COC(=O)C(CC(C)C)NC(N)=O (stereo unspecified) | -4% | 2% | -2% | 7% | 5% | 1% | -3% | -0.1%
NNCCc1ccccc1 | 2% | 0%&-10%&7% | -5%&-27%&-10% | ? | -7%[46.1 µM] | 17% | 0% | 1.2%
C/C=C/C=C/C=O | 0% | / | / | -3%[21.7 µM] | / | 5% | 0% | /
COc1ccc(/C=C2\N=C(SC)N(C)C2=O)cc1 | 7% | -4% | -10% | 11% | 1%[46.1 µM] | 2% | -3% | -1.3%
COc1ccc(-n2c(SCc3ccccc3F)nc3c([nH]c4ccccc43)c2=O)cc1OC | 8% | -1% | -11% | / | / | / | -21% | 6.9%
O=C1SC(SCc2ccccc2)=N/C1=C\c1ccco1 | 1% | -4% | -23% | ? | -9%[46.1 µM] | 9% | -3% | -0.7%
CC(c1n[nH]c(=S)n1-c1ccccc1)N1CCCCC1 (stereo unspecified) | 3% | 2% | -3% | 14% | 20% | 2% | 1% | 5.1%
COc1ccc(C(=O)CCNc2cccc(Cl)c2)cc1 | -4% | 3% | -25% | 2% | -15%[46.1 µM] | 0% | -1% | 1.1%
COc1ccc(C(=O)Nc2c(C)ccc3nsnc23)cc1[N+](=O)[O-] | 3% | -5% | -3% | -1% | 0% | 1% | -1% | 2.0%

The list goes on (two carried over from the part before).
SMILES | TRb-SRC2 inh | Tau fibril FP | Tau fluor counter | CBFb RUNX1 block | NPSR antagonist | GLA spleen mod | TR SRC2 fluor cs | Epigenetic reg
COc1ccc(C(=O)CCNc2cccc(Cl)c2)cc1 | -4% | 3% | -25% | 2% | -15%[46.1 µM] | 0% | -1% | 1.1%
COc1ccc(C(=O)Nc2c(C)ccc3nsnc23)cc1[N+](=O)[O-] | 3% | -5% | -3% | -1% | 0% | 1% | -1% | 2.0%
Cc1ccc(C(=O)N2CCOCC2)cc1Cl | 0% | -2% | 2% | 11% | -5%[46.1 µM] | -4% | 3% | 3.4%
O=C(CSc1nnc(-c2ccncc2)n1-c1ccccc1)Nc1ccc(Cl)c(Cl)c1 | -3% | ? | -17% | / | / | / | -3% | 1.1%
CC(CNc1ccc([N+](=O)[O-])c2cccnc12)Nc1c([N+](=O)[O-])cc(C(F)(F)F)cc1[N+](=O)[O-] (stereo unspecified) | -4% | 9% | ? | 0% | -15% | -17% | 1% | -1.0%
CCNC(=S)N1CCCC(C(N)=O)C1 (stereo unspecified) | 5% | 5% | 11% | -2% | 19% | 1% | 0% | -0.4%
Cc1c(Cl)cnc(NC(=O)CSc2nnc(C)n2Cc2ccccc2)c1Cl | 5% | 11% | -6% | -3% | -12%[46.1 µM] | -4% | 0% | -1.6%
Cc1ccc(NC(=O)C2CC(=O)Nc3ncnn32)cc1Cl (stereo unspecified) | -7% | -2% | 0% | 15% | 17% | 4% | -7% | -1.1%
COc1ccc(C2c3c(ncn(Cc4ccco4)c3=N)Oc3ccc4ccccc4c32)cc1 (stereo unspecified) | 0% | -10% | -29% | -1% | ? | -6% | 3% | 3.4%
Cc1csc(-c2nc3ccccc3n2C)n1 | 0% | -4% | 5% | 4%[21.7 µM] | / | 0% | 2% | -2.6%
N/C(=N\OC(=O)COc1ccc(Br)cc1Cl)c1ccncc1 | 1% | ? | -15% | -3% | -3% | 8% | -1% | -0.9%
COc1ccccc1Nc1nn2c(=O)c3ccc(C(=O)NCc4cccs4)cc3nc2s1 | -4% | ? | -2% | / | / | / | -3% | 9.1%
CC(=O)c1ccc(N2C(=NC(=O)C(C)C)SC3CS(=O)(=O)CC32)cc1 (stereo unspecified) | 2% | -8% | -3% | -2% | -4%[46.1 µM] | 0% | -3% | 0.0%
CCCCCc1ccc(S(=O)(=O)NCCc2ccncc2)cc1 | 0% | 7% | -14% | 1% | -12%[46.1 µM] | 1% | -2% | 0.8%
COc1cccc2cc(C(=O)N3C(C)CCCC3C)c(=O)oc12 (stereo unspecified) | 2% | 6% | 3% | 11% | -6%[46.1 µM] | 8% | 3% | 1.2%
O=C(N/N=C/c1cccc(OC(=O)N2CCOCC2)c1)c1cccs1 | 1% | ? | 1% | 3% | -10%[46.1 µM] | -3% | -25% | 0.0%
O=C(NCC1OCCCN1S(=O)(=O)c1cc(F)ccc1F)C(=O)NC1CCCCC1 (stereo unspecified) | 3% | -5% | -10% | 9% | 13% | 7% | 1% | -1.4%
Cn1nccc1C(=O)N1CCN(c2ncccn2)CC1 | 2% | -5% | 7% | 9% | -17% | 1% | 1% | -0.2%

One compound at a time, as listed above. Screens in order: TRb-SRC2 inh	Tau fibril FP	Tau fluor counter	CBFb RUNX1 block	NPSR antagonist	GLA spleen mod	TR SRC2 fluor cs	Epigenetic reg
`COc1cccc2cc(C(=O)N3C(C)CCCC3C)c(=O)oc12` (stereo unspecified) is listed as 2%	6%	3%	11%	-6%[46.1 µM]	8%	3%	1.2%
`O=C(N/N=C/c1cccc(OC(=O)N2CCOCC2)c1)c1cccs1` is listed as 1%	?	1%	3%	-10%[46.1 µM]	-3%	-25%	0.0%

This is a subset; count on the stated rates, not on these rows.
